Bioassay records from PubChem.
MC4R antagonist = human MC4R antagonism in cAMP assay; P32245; MC4R-expressing cells, MTII-stimulated cAMP, LANCE TR-FRET; inhibition, % at 6.5 µM; hit rate 0.48% among 360,000;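 active = inhibition above its plate's cutoff, the mean of tested wells on that plate plus 3 SD, cut at about 29% in these data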;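 note: 0% = Melanotan II alone and 100% = Melanotan II plus saturating MCL0020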
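System: U2OS-MC4R stable cell line; Technique: Eu-cAMP/anti-cAMP TR-FRET, emission 671 nm; Repeats: single well per compound; Also added: Melanotan II; Dosing: one concentration, 6.5 µM nominal; Schedule: 30-min compound, 1-h challenge, 1-h detection, room temperature.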
SRC2 inh = inhibits human steroid receptor coactivator 2 | inhibition, % at 9 µM | Q15596 | hit rate 0.17% among 370,000 | AID 651957 | HEK293 GAL4-SRC2 luciferase reporter, luminescence;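 active = inhibition above the mean inhibition of all tested compounds plus 3 SD, set per campaign, cut at about 52% in these data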;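 note: 0% = DMSO treated cells and 100% = cells given Gossypol at 36 µM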
ABHD5 PLIN5 PPI = blocks binding of human ABHD5 to perilipin-5; hit rate 0.78% among 360,000; Split G. princeps luciferase complementation, luminescence, 4 h; inhibition, % at 4 µM; Q00G26+Q8WTS1; AID 602281;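 active = inhibition above the mean inhibition across every tested compound plus 3 SD, cut at about 22% in these data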;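 note: 0% = DMSO only wells and the 100% control is not disclosed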
Target sequence (Q00G26 whole entry, looked up): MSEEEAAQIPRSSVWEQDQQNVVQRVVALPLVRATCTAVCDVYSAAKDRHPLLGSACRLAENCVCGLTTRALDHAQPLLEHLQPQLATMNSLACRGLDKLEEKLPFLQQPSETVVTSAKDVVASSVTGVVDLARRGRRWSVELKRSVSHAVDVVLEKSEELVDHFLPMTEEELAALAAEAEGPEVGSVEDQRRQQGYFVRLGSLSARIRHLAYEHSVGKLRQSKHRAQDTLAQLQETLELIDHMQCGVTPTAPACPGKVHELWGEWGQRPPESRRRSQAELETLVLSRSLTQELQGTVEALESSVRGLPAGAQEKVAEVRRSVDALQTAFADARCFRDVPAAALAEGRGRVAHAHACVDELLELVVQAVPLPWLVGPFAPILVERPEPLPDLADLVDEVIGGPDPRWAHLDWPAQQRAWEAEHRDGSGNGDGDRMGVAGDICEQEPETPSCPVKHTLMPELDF
Target sequence (Q8WTS1 whole entry, looked up): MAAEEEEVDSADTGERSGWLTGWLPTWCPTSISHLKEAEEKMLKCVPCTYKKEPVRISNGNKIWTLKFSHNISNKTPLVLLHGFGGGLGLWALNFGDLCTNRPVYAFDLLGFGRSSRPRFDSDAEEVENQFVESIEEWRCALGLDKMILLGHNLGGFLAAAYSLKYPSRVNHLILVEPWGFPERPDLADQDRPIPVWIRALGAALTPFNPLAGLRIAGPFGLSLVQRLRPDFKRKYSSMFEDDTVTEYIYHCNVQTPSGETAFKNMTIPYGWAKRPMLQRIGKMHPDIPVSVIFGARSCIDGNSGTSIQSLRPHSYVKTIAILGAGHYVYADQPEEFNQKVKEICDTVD
MC4R barr agon = human MC4R agonism via beta-arrestin; hit rate 0.98% among 360,000; P32245; AID 540308; U2OS MC4R beta-arrestin complementation, luminescence; percent of melanotan II response, DMSO zero; activation, % at 8.9 µM;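 active = activation above a per-plate cutoff, the mean activation of sample wells on that plate plus 3 SD, cut at about 8% in these data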
COUP-TFII inh = NR2F2 (human) inhibition, primary screen; hit rate 0.7% among 370,000; inhibition, % at 8.6 µM; HEK293T NGFI-A luciferase reporter, luminescence; P24468;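 active = inhibition above a per-plate cutoff, mean inhibition of test wells between control levels plus 3 SD, cut at about 38% in these data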;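 note: cells cotransfected with COUP-TFII expression vector driving the NGFI-A reporter; 0% = median of COUP-TF2 test wells and 100% = reporter-only cells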
LMP1 NFkB inh = inhibitors of Epstein-Barr LMP1-induced NF-kappaB reporter; LMP1-induced NF-kappaB luciferase reporter cells, luminescence; inhibition, % at 12.5 µM; hit rate 0.69% among 350,000; AID 504558; in the data active = inhibition above about 41%;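 note: 0% = neutral control wells and 100% = reference inhibitor control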
NOD2 RIPK2 PPI = blocks binding of human NOD2 to RIPK2; CHO BLA complementation NOD2-RIPK2, CCF4 ratio; inhibition, % at 4.98 µM; hit rate 0.38% among 360,000; in the data active = inhibition above about 21%;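 note: 0% = vehicle only and 100% = reference blocker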
LRH-1 inv ag = suppresses constitutive activity of human LRH-1 | O00482 | inhibition, % at 3.6 µM | HEK293T StAR-luciferase reporter, LRH-1 transfected, 24 h | hit rate 0.13% among 360,000 | AID 602396;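 active = inhibition above the mean inhibition of all tested compounds plus 3 SD, cut at about 73% in these data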;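 note: 0% = DMSO wells and 100% = reporter-only cells lacking LRH-1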
NCOA3 inh = inhibits human SRC3 coactivator. inhibition, % at 3.6 µM. HEK293 GAL4-SRC3 luciferase reporter, luminescence. hit rate 0.17% among 360,000;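 active = inhibition above a per-campaign cutoff, the mean of all compounds plus 3 SD, cut at about 60% in these data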;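 note: 0% = DMSO-treated cells and 100% = gossypol-treated cells at 36 µM; higher means less SRC3-driven luciferase light from the GAL4 reporter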
NCOA1 inh = inhibits human SRC1 coactivator. Q15788. HEK293 GAL4-SRC1 luciferase reporter, luminescence. inhibition, % at 3.6 µM. hit rate 0.12% among 360,000. AID 588354;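 active = inhibition above the campaign mean plus 3 SD, with each screening campaign given its own cutoff, cut at about 60% in these data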;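 note: 0% = DMSO treated cells and 100% = gossypol at 36 µM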
TLR9-MyD88 block = blocks human TLR9 binding to MyD88; Q9NR96+Q99836; CHO BLA complementation TLR9-MyD88, CCF4 FRET ratio; inhibition, % at 4.98 µM; hit rate 0.21% among 340,000; AID 504734;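 active = inhibition above the mean over all tested compounds plus 3 SD, cut at about 21% in these data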;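 note: 0% = DMSO only wells and 100% = clavulanate BLA inhibitor control wells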
Active calls of the source: *; · = not tested or not shown. Only part of the results is shown; count on the stated rates, not on these rows.

SMILES | MC4R antagonist | SRC2 inh | ABHD5 PLIN5 PPI | MC4R barr agon | COUP-TFII inh | LMP1 NFkB inh | NOD2 RIPK2 PPI | LRH-1 inv ag | NCOA3 inh | NCOA1 inh | TLR9-MyD88 block
O=CN1CCN(C(=O)c2ccc3c(c2)OCO3)CC1 | 4 | 4 | 0 | -2.1 | 5 | -3 | -4 | 12 | -6 | -17 | -5
COc1cccc(/C=C2\SC(=S)N(CCCC(=O)N3CCCCC3)C2=O)c1 | -3 | 21 | 2 | 0.8 | 8 | 3 | -7 | 10 | -7 | -32 | -6
O=C1CCCN1CCCNS(=O)(=O)c1cccs1 | 3 | -9 | 1 | -1.9 | 3 | 30 | -8 | -2 | 23 | -2 | 4
CC(C)CCNC(=O)NC(=O)CSc1nnc(-c2ccccc2Br)o1 | 9 | 15 | -9 | 8.4* | -1 | 6 | -6 | -4 | 11 | -13 | -7
CCN(C(=O)Cc1c(C(=O)O)n(CC)c2ccccc12)c1cccc(C(F)(F)F)c1 | 12 | 4 | -1 | -0.6 | 5 | -5 | 3 | 9 | -8 | -7 | 7
CC(Oc1ccc2c(=O)c(-c3ccc(Cl)cc3)c(C(F)(F)F)oc2c1)C(=O)O (configuration not stated) | 4 | 10 | -5 | -1.2 | 7 | -8 | -8 | 8 | 6 | -5 | 1
COc1ccc(C=NNC(=O)NN=Cc2ccc(OC)c(OC)c2)cc1OC | -2 | -38 | -9 | 0.6 | -41 | -6 | -4 | -96 | -80 | -51 | 0
O=C1c2ccccc2C(Nc2ccc3c(c2)OCO3)N1Cc1ccco1 (configuration not stated) | 6 | 5 | 0 | -0.7 | 8 | -3 | 4 | -6 | -3 | 9 | 1
COc1cc(S(=O)(=O)N2CCOCC2)ccc1NC(=O)CSc1n[nH]c(=O)[nH]c1=O | 0 | -1 | -4 | 0.8 | -5 | -1 | 0 | 7 | 6 | -10 | -10
C/C(N)=C(/C#N)C(=O)COC(=O)CCCNC(=O)c1ccc(Cl)cc1 | -7 | 10 | 2 | -1.1 | 10 | 3 | -8 | 7 | 2 | 7 | -4
O=C(CSc1ccc(Cl)cc1)Nc1ccc(N2CCN(C(=O)c3ccco3)CC2)cc1 | 1 | 14 | -7 | 4.1 | -3 | 13 | 7 | 24 | 17 | 4 | 6
S=C(NCCC(c1ccccc1)c1ccccc1)Nc1ccc(Cl)cc1 | 2 | 0 | -11 | 0.9 | -21 | 1 | -10 | 8 | 12 | 16 | 1
Cn1c(O)c(/C=N/Nc2ccccc2)c(=O)n(C)c1=O | -3 | -13 | 19 | 0.3 | -1 | 0 | 1 | 0 | 14 | 11 | -3
COc1cccc(Nc2nnc(SCn3nnc4ccccc4c3=O)s2)c1 | 2 | -21 | 2 | -1.7 | 6 | -4 | -3 | -33 | -5 | -25 | 3
COc1ccc(NC(=O)Nc2cccs2)cc1OC | -8 | -32 | -4 | -2.0 | -12 | -3 | -3 | -12 | -26 | -16 | -4
O=C(OCc1nnc(-c2ccccc2)o1)C1CC(=O)N(CCc2ccccc2)C1 (configuration not stated) | 6 | -9 | 4 | -0.2 | -3 | -4 | -14 | -17 | -5 | -16 | -8
COCCNC(=O)c1onc(CSc2cccc(OC)c2)c1C(=O)NCCOC | 12 | 13 | -6 | 2.2 | 3 | -2 | -17 | -10 | 8 | 2 | -6
CC(C)Cc1nnc(NC(=O)c2cc(-c3ccncc3)nc3ccccc23)s1 | 20 | 0 | -1 | 0.1 | 4 | -4 | 4 | -8 | 13 | 6 | 8
CC(CCc1ccccc1)NC(=O)C(=O)N1CCOCC1 (configuration not stated) | 1 | 14 | 0 | 1.5 | 11 | -8 | 0 | -23 | 9 | -2 | 2
CCCNC(=O)C1(C)CCCN(C(=O)COCc2ccccc2)C1 (configuration not stated) | 10 | 8 | -5 | -1.5 | -1 | · | 1 | 7 | -6 | -18 | ·
CCc1ccc(NC(=O)CNC(=O)Cn2ccc3ccccc3c2=O)cc1 | 13 | 6 | -7 | -1.6 | -7 | -1 | 4 | -15 | -11 | -4 | -6
O=C(c1cc2c(ccc3ccccc32)oc1=O)N1CCCC1 | 12 | -10 | 1 | -2.0 | 1 | 5 | 5 | -15 | 19 | -3 | -7
O=C(CCC(=O)N/N=C/c1ccc(Br)s1)NCc1ccccc1 | 8 | -2 | -1 | -1.2 | 11 | -10 | 0 | -3 | 0 | -11 | 5
Cc1nc2cc3ccccc3cc2n1C | 13 | 11 | 0 | 0.9 | 5 | -6 | 0 | -77 | 19 | 0 | -6
Cc1ccc2[nH]c(C(F)(F)F)cc(=O)c2c1 | 10 | -16 | -3 | -0.2 | 7 | 6 | -8 | -54 | 7 | -12 | -4
CCC(NC(=O)c1ccc2nc(Cc3ccc(OC)cc3)oc2c1)c1ccncc1 (configuration not stated) | 4 | 29 | -4 | 0.5 | 30 | 26 | -8 | -48 | 10 | 13 | -60
O=C(NC1CCCC1)C(c1ccco1)N1CCC(O)(c2ccc(Cl)cc2)CC1 (configuration not stated) | · | -6 | 2 | · | 4 | · | -7 | -13 | · | · | ·
CCC(=O)N1CCc2cc(S(=O)(=O)NC(C(=O)NC(C)c3ccccc3)C(C)C)ccc21 (configuration not stated) | 3 | 1 | -6 | -0.6 | -2 | 1 | -5 | 2 | -3 | -2 | 4
CCOC(=O)C1(Cc2cccc(OC)c2)CCN(C2CCOCC2)CC1 | 1 | -1 | -2 | -2.3 | 14 | -9 | 8 | -6 | 2 | 5 | 5
CC1CCN(C(=O)c2ccc(S(=O)(=O)Cc3cc(F)ccc3F)c([N+](=O)[O-])c2)CC1 | 16 | 12 | 1 | -0.6 | 3 | -5 | -3 | -9 | 9 | -14 | -6
CC(C)OC(=O)c1cccnc1N1CCN(c2ccc(F)cc2)CC1 | 5 | 7 | -7 | 1.7 | 27 | 6 | -7 | 12 | 19 | -2 | -8
Cn1c(=O)n(CC(=O)N2CCN(c3nnc(-c4ccccc4)c4ccccc34)CC2)c2ccccc21 | 8 | -6 | 0 | -1.5 | 19 | 6 | -14 | 11 | -11 | -15 | 4
Nc1nnc(SCC(=O)Nc2cc(C(F)(F)F)ccc2N2CCOCC2)s1 | 6 | -3 | -2 | 0.0 | 10 | 0 | -9 | 10 | -3 | -14 | 4
CC1=CC2=NC(=O)/C(=C\c3ccc(-c4cccc(Cl)c4)o3)C(=N)N2O1 | -11 | -15 | 3 | 12* | 1 | 2 | -5 | -2 | 19 | 3 | -4
C=C(C)CN(CC)c1ccc(N2C(=O)CCCC2=O)cc1[N+](=O)[O-] | 15 | -12 | -2 | -1.0 | 0 | 2 | -4 | 0 | 12 | -1 | 3
O=C(Nc1ccc(S(=O)(=O)Nc2ncccn2)cc1)c1ccc(F)c(S(=O)(=O)N2CCOCC2)c1 | 5 | -15 | 8 | 3.3 | 10 | -21 | 3 | -33 | 15 | 6 | -4
CC(=O)c1ccc(NC(=O)c2cc(-c3cccs3)on2)cc1 | 20 | 7 | 3 | -0.5 | -2 | -3 | 4 | -6 | -1 | -12 | 8
COc1ccccc1-n1nnnc1SCc1ccccc1 | 2 | -28 | -8 | -0.2 | -2 | 1 | 9 | 10 | 9 | 12 | 7
O=CN1CCN(C(=O)Cc2ccc(Cl)cc2)CC1 | 7 | -7 | -2 | -2.7 | 9 | -2 | -4 | -4 | 6 | -6 | -1
O=C(Cn1c2ccccc2c(=O)c2ccccc21)N/N=C/c1ccc(N2CCCC2)c([N+](=O)[O-])c1 | -3 | 2 | -3 | -0.9 | 10 | 14 | -2 | -3 | -9 | -13 | -3
N=c1c(C(=O)NCc2ccc3c(c2)OCO3)cc2c(=O)n3ccccc3nc2n1CC1CCCO1 (configuration not stated) | 5 | -1 | -2 | -1.8 | -9 | 8 | -1 | 29 | -17 | 9 | 1
COc1ccc(/C=C(\C#N)c2n[nH]c(Cn3cncn3)n2)cc1 | 6 | -10 | -1 | -1.5 | -17 | 6 | 4 | -3 | 3 | -8 | ·
O=C1C(=O)c2ccccc2C([O-])=C1[n+]1ccccc1 | 2 | 0 | 6 | 2.2 | 14 | -19 | 11 | 32 | 14 | 8 | 1
O=C(Nc1nnc(COc2ccc(F)cc2)s1)Nc1ccccc1F | 10 | -6 | 0 | 1.4 | 1 | · | -16 | -10 | -10 | 5 | ·
Cc1ccc(CN(C(=O)c2csnn2)C(C(=O)NC2CCCC2)c2ccccn2)cc1 (configuration not stated) | 16 | 11 | -4 | 0.2 | 0 | 1 | -4 | 7 | 9 | -5 | -16
COc1ccccc1S(=O)Cc1ccc(C(=O)O)o1 (configuration not stated) | 14 | -7 | 2 | -1.1 | 17 | -2 | -8 | 4 | 15 | 12 | 9
CC(CCc1ccccc1)NC(=O)COC(=O)c1ccc(NC(N)=O)cc1 (configuration not stated) | 1 | -12 | 2 | 0.2 | 13 | 0 | -5 | 1 | 8 | -16 | 4
CC(=O)Nc1cccc2cc(O)ccc12 | 8 | -6 | 2 | -1.2 | -7 | 2 | -8 | -1 | 3 | 3 | -3
NC(=O)C1CCN(c2oc(-c3cccs3)nc2S(=O)(=O)c2ccc(Cl)cc2)CC1 | 10 | 10 | 5 | 0.1 | -5 | 2 | -8 | -7 | 8 | -7 | -4
Cc1c(NC(=O)NC2CCCCC2)cccc1[N+](=O)[O-] | 2 | 18 | -4 | -2.5 | -4 | 2 | -4 | 3 | -20 | 4 | -5
Next section.
SMILES | MC4R antagonist | SRC2 inh | ABHD5 PLIN5 PPI | MC4R barr agon | COUP-TFII inh | LMP1 NFkB inh | NOD2 RIPK2 PPI | LRH-1 inv ag | NCOA3 inh | NCOA1 inh | TLR9-MyD88 block
N#Cc1c(SCc2ccccc2)sc(C(=O)c2ccccc2)c1N | 5 | 10 | -1 | 4.2 | -7 | 4 | -2 | 1 | 16 | -16 | 14
O=C(NNC(=O)c1cccs1)c1ccc(F)cc1 | -1 | -6 | 2 | -2.5 | 2 | -10 | 2 | -32 | -25 | -45 | -6
O=[N+]([O-])c1ccc2c(c1)c1ccccc1n2CCO | 14 | -6 | 4 | -1.1 | 10 | -2 | 3 | -6 | -3 | 2 | ·
O=C(CN1CCCCC1)Nc1ccc(Br)cc1[N+](=O)[O-] | 1 | -34 | 2 | -0.5 | 11 | -9 | -1 | -6 | -8 | -17 | 4
O=C(Oc1ccccc1-c1csnn1)c1cccs1 | 2 | 7 | -4 | -0.3 | 17 | 2 | 6 | 1 | 13 | -12 | 2
COc1ccc(-c2c(C)n([O-])c3c([n+]2=O)CCCCC3)cc1OC | 4 | -2 | -2 | -1.1 | -24 | -7 | -1 | -5 | 21 | -2 | 3
Cc1ccc(C(=O)Nc2ccc(N3CCOCC3)nc2N2CCOCC2)cc1 | 3 | -26 | -5 | -1.3 | 8 | 0 | 4 | -19 | 8 | 4 | -9
